Bioassay records: PubChem, several laboratories
MrgX1 antagonist: antagonists of human MrgX1 receptor, primary screen, HEK293 cells, Fluo-4 calcium flux; Mas-related G-protein coupled receptor member X1 (Homo sapiens), Q96LB2; BAM8-22 antagonism; hits give low values; B-score at 10 µM; actives 1.3% (n = 310,000);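 active means calcium-response B-score plate-corrected more than 3 library SD below zero, starting fluorescence within 5 deviations, no agonist response on first addition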;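 further: peak minus trough fluorescence over baseline after final BAM8-22 challenge near maximal dose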
AI-2 QS mod: Vibrio harveyi AI-2 quorum sensing modulators, primary screen, JMH597 strain, luminescence/OD600 ratio. Vibrio harveyi JMH597 AI-2 luminescence/OD600 ratio, 9 h; hits give low values; strain lacks LuxN and CqsS sensors; 0 = neutral-control median. activity change, % at 7.5 µM. actives 0.4% (n = 300,000). AID 2094, 2009; in the data active means activity change below about -75%, passing the limit was not always enough;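 further: luminescence divided by OD600 gain over 9 h not by final OD600 alone; inactives centre near 13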
TRPC4 potent: positive allosteric modulators of TRPC4, primary screen, cell-based, mouse TRPC4beta, HEK293 mu-opioid, Fluo-4 calcium. Short transient receptor potential channel 4 (Mus musculus), Q9QUQ5. DAMGO EC20, Fluo-4 Ca2+ flux; hits give high values. B-score at 10 µM. actives 0.42% (n = 310,000). AID 2227, 2009;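 active means B-score of calcium response area above 5 SD of library B-scores, with initial fluorescence ratio within 5 SD of library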;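 further: B-score of integrated fluorescence ratio over time as area under calcium response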
Target sequence (Q9QUQ5 whole entry, looked up): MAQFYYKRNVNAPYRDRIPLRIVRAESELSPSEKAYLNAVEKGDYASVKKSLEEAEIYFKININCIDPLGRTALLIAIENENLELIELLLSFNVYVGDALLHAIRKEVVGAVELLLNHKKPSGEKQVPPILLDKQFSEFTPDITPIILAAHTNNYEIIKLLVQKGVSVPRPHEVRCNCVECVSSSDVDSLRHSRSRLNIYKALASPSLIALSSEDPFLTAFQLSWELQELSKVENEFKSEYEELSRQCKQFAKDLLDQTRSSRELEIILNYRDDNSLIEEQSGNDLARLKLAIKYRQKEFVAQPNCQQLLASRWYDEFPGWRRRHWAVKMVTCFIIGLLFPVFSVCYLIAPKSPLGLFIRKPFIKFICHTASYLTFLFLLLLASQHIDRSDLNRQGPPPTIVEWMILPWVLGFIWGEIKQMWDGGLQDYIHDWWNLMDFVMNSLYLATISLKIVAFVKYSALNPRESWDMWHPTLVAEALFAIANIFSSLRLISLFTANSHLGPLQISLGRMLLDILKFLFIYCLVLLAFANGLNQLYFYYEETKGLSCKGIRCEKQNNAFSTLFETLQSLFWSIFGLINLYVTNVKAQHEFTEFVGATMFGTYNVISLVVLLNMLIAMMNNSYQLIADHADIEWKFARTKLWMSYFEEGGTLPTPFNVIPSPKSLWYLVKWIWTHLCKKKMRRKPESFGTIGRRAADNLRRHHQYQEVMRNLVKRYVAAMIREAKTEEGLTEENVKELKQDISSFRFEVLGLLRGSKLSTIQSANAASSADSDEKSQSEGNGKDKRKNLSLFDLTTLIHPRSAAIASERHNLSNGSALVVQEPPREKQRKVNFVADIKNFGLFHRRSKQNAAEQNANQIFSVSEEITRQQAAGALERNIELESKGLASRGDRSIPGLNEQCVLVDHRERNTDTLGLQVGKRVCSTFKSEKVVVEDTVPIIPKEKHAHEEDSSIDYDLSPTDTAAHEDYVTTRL
MrgX1 PAM: positive allosteric modulators of MrgX1, primary screen, HEK293 cells, Fluo-4 calcium flux; Mas-related G-protein coupled receptor member X1 (Homo sapiens), Q96LB2; FDSS; hits give high values; B-score at 10 µM; actives 0.63% (n = 310,000);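 active means plate-corrected calcium response at least 3 library SD above typical, normal starting fluorescence, not activating the receptor alone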;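 further: compound read alongside a low EC10 to EC30 dose of BAM8-22 agonist; peak minus trough fluorescence over baseline measured at the second addition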
TRPC6 act: mouse TRPC6 channel activators, primary screen, cell-based, HEK293, membrane potential dye | Short transient receptor potential channel 6 (Mus musculus), Q61143 | HEK293-TRPC6 membrane potential dye fluorescence; hits give high values | B-score at 10 µM | actives 0.13% (n = 310,000);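 active means B-score of the integrated fluorescence ratio above library mean plus 3 SD, and starting fluorescence ratio within library mean plus 5 SD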;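 further: higher score means more depolarization so channel activation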
TRPC4 agonist: activators of mouse TRPC4 channel, primary screen, Fluo4 calcium, HEK293 TRPC4beta/mu-opioid cells | Short transient receptor potential channel 4 (Mus musculus), Q9QUQ5 | Fluo4 calcium fluorescence; hits give high values | B-score at 10 µM | actives 0.49% (n = 310,000) | AID 2237, 2010;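 active means B-score above 5 SD of library B-scores, and initial fluorescence ratio not above library mean plus 5 SD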;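 further: positive B-score marks a calcium rise read as TRPC4 activation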
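Material: TRPC4beta and mu-opioid receptor HEK293 stable cells | Incubation: 45 min room-temperature Fluo4 loading, 110 s read | Detection: Kinetic Fluo4 calcium fluorescence | Measure: Integrated baseline-normalised fluorescence ratio, converted to per-well B score | Benchmarks: Low control buffer alone, high control maximal DAMGO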
HIF act: HIF pathway transcriptional activators, primary screen, cell-based, U2OS HRE-luciferase, luminescence; U2OS HRE-luciferase reporter; normalized: DMSO 0%, desferrioxamine 100%; activation, % at 7.5 µM (by protocol); actives 0.32% (n = 300,000); AID 1910, 2009;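 active means mean activation of at least 10% of the iron chelator positive control signal, with at least half of replicates also reaching 10%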
TRPC4 inh: inhibitors of mouse TRPC4 channel, primary screen, Fluo4 calcium, HEK293 TRPC4beta/mu-opioid cells | DAMGO-evoked Fluo4 calcium flux; hits give low values | actives 0.39% (n = 300,000) | B-score at 10 µM | AID 2247, 2010;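 active means B-score over 3 SD under the library average, no early fluorescence shift, positive overall ratio signal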
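Material: HEK293 cells with stable TRPC4beta plus mu-opioid receptor expression / Probe or stimulus: DAMGO in two steps, submaximal then maximal / Compound: single concentration per test compound / Technique: kinetic Fluo4 fluorescence imaging of calcium influx / Read-out: per-well B score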
PolyA inhibitor: polyadenylation inhibitors in yeast reporter cells, primary screen, luminescence, S. cerevisiae; S. cerevisiae SKY197-pL101 polyadenylation reporter, beta-gal luminescence; efflux-impaired pdr1/pdr3 knockout yeast; score 100 = 6 SD above DMSO; calls only at 12 µM; actives 0.02% (n = 300,000);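 active means lowest replicate activity score at least 50, where 100 means six control SD above control mean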;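 further: yeast exposed to compound for 9 h at 30 °C; higher score means more reporter readthrough which indicates perturbed polyadenylation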
TRPC6 inhibitor: mouse TRPC6 channel inhibitors, primary screen, cell-based, HEK293, membrane potential dye. Short transient receptor potential channel 6 (Mus musculus), Q61143. ACh-evoked depolarization; hits give low values. B-score at 10 µM. actives 1.1% (n = 310,000). AID 2553, 2010;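 active means B-score under library mean minus 3 SD, initial fluorescence not abnormally high, positive integrated signal ratio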;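 further: B-score derived from integrated fluorescence ratio over the kinetic read; more negative B-score means stronger inhibition of depolarization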
MrgX1 agonist: agonists of human MrgX1 receptor, primary screen, HEK293 cells, Fluo-4 calcium flux | Mas-related G-protein coupled receptor member X1 (Homo sapiens), Q96LB2 | Fluo-4 calcium fluorescence, agonist mode; hits give high values | B-score at 10 µM | actives 0.44% (n = 310,000);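 active means calcium response B-score plate-corrected fluorescence ratio at least 3 library SD, with starting fluorescence B-score inside 5 SD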
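Assay system: stable human MrgX1 HEK293 cell line. Quantity: 15,000 cells per well. Schedule: cells plated overnight, dye loaded 0.5 h 37 °C, 0.5 h room temperature. Detection: Fluo-4 NW calcium-flux fluorescence, kinetic read. Read-out basis: peak-minus-minimum fluorescence over baseline, converted to B scores. Control set: positive and negative control wells on each plate.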
Numbers without * were called inactive. Some of the compounds tested. The share of hits here may be higher or lower than overall.

Cc1ccc(C)c(OCCC(=O)NNC(=O)c2ccccc2F)c1 was read as MrgX1 antagonist inactive, AI-2 QS mod 31, TRPC4 potent inactive, MrgX1 PAM inactive, TRPC6 act inactive, TRPC4 agonist inactive, HIF act 0.1, TRPC4 inh inactive, PolyA inhibitor inactive, TRPC6 inhibitor inactive and MrgX1 agonist inactive.
C=C(C)COc1ccc(-c2[nH]ncc2-c2ccccc2)c(O)c1 was read as MrgX1 antagonist inactive, AI-2 QS mod 35, TRPC4 potent inactive, MrgX1 PAM 16*, TRPC6 act inactive, TRPC4 agonist inactive, HIF act -0.1, TRPC4 inh inactive, PolyA inhibitor inactive, TRPC6 inhibitor inactive and MrgX1 agonist inactive.
C/C(=N\N1CCN(c2ccc(Cl)cc2)CC1)c1ccco1 was read as MrgX1 antagonist inactive, AI-2 QS mod 11, TRPC4 potent inactive, MrgX1 PAM inactive, TRPC6 act inactive, TRPC4 agonist inactive, HIF act 1.4, TRPC4 inh inactive, PolyA inhibitor inactive, TRPC6 inhibitor inactive and MrgX1 agonist inactive.
N#C/C(=C\c1c(N2CCCCC2)nc2ccccn2c1=O)C(=O)NC1CCS(=O)(=O)C1 (stereo not given) was read as MrgX1 antagonist inactive, AI-2 QS mod 6, TRPC4 potent inactive, MrgX1 PAM inactive, TRPC6 act inactive, TRPC4 agonist inactive, HIF act 0.0, TRPC4 inh inactive, PolyA inhibitor inactive, TRPC6 inhibitor inactive and MrgX1 agonist inactive.
CCOC(=O)c1c(C)[nH]c(C)c1C(=O)CSc1nnc(-c2ccco2)n1Cc1ccccc1 was read as MrgX1 antagonist inactive, AI-2 QS mod 34, TRPC4 potent inactive, MrgX1 PAM inactive, TRPC6 act inactive, TRPC4 agonist inactive, HIF act -0.4, TRPC4 inh inactive, PolyA inhibitor inactive, TRPC6 inhibitor inactive and MrgX1 agonist inactive.
Screening CCn1c(NCc2ccccc2Cl)nc2ccccc21 returned MrgX1 antagonist inactive, AI-2 QS mod 2, TRPC4 potent inactive, MrgX1 PAM inactive, TRPC6 act inactive, TRPC4 agonist inactive, HIF act 2.9, TRPC4 inh inactive, PolyA inhibitor inactive, TRPC6 inhibitor inactive and MrgX1 agonist inactive.
COc1ccc(/C=N/NC(=S)Nc2ccccc2)cc1COc1cccc(C)c1C was read as MrgX1 antagonist inactive, AI-2 QS mod 17, TRPC4 potent inactive, MrgX1 PAM inactive, TRPC6 act inactive, TRPC4 agonist inactive, HIF act 1.1, TRPC4 inh inactive, PolyA inhibitor inactive, TRPC6 inhibitor inactive and MrgX1 agonist inactive.
C/C=C/C(=O)OCC(=O)Nc1cccc(S(=O)(=O)NC2=NCCCCC2)c1 was read as MrgX1 antagonist inactive, AI-2 QS mod 15, TRPC4 potent inactive, MrgX1 PAM inactive, TRPC6 act inactive, TRPC4 agonist inactive, HIF act -0.2, TRPC4 inh inactive, PolyA inhibitor inactive, TRPC6 inhibitor inactive and MrgX1 agonist inactive.
CCC(C)(C)NC(=O)C(c1ccc(C)cc1)N(Cc1ccco1)C(=O)Cn1nnc2ccccc21 (stereo not given) was read as MrgX1 antagonist inactive, AI-2 QS mod 2, TRPC4 potent inactive, MrgX1 PAM inactive, TRPC6 act inactive, TRPC4 agonist inactive, HIF act -0.3, TRPC4 inh inactive, PolyA inhibitor inactive, TRPC6 inhibitor inactive and MrgX1 agonist inactive.
For CC(=O)Nc1ccc(NC(=O)CSc2nnc(-c3cc(C)[nH]n3)n2N)cc1 the results were MrgX1 antagonist inactive, AI-2 QS mod 12, TRPC4 potent inactive, MrgX1 PAM inactive, TRPC6 act inactive, TRPC4 agonist inactive, HIF act 0.1, TRPC4 inh inactive, PolyA inhibitor inactive, TRPC6 inhibitor inactive and MrgX1 agonist inactive.
For O=C(O)c1cccc(NC(=O)c2ccc3c(c2)C(=O)N(C2CCCCC2)C3=O)c1 the results were MrgX1 antagonist inactive, AI-2 QS mod 28, TRPC4 potent inactive, MrgX1 PAM inactive, TRPC6 act inactive, TRPC4 agonist inactive, HIF act 1.7, TRPC4 inh inactive, PolyA inhibitor inactive, TRPC6 inhibitor inactive and MrgX1 agonist inactive.
Screening CP(=O)(COC(=O)c1ccccc1)COC(=O)c1ccccc1 returned MrgX1 antagonist inactive, AI-2 QS mod -5, TRPC4 potent inactive, MrgX1 PAM inactive, TRPC6 act inactive, TRPC4 agonist inactive, HIF act -0.7, TRPC4 inh inactive, PolyA inhibitor inactive, TRPC6 inhibitor inactive and MrgX1 agonist inactive.
Screening CCCC(=O)Nc1nc(C)c(C(C)=O)s1 returned MrgX1 antagonist inactive, AI-2 QS mod 10, TRPC4 potent inactive, MrgX1 PAM inactive, TRPC6 act inactive, TRPC4 agonist inactive, HIF act -0.7, TRPC4 inh inactive, PolyA inhibitor inactive, TRPC6 inhibitor inactive and MrgX1 agonist inactive.
`CC(=O)OCC#CCSc1nc2ccccc2n1C` gave MrgX1 antagonist inactive, AI-2 QS mod 8, TRPC4 potent inactive, MrgX1 PAM inactive, TRPC6 act inactive, TRPC4 agonist inactive, HIF act -0.1, TRPC4 inh inactive, PolyA inhibitor inactive, TRPC6 inhibitor inactive and MrgX1 agonist inactive.
COc1ccc(N2C(=O)CCC(C(=O)N3CCCCC3)C2c2ccc(OC)c(OC)c2)cc1 (stereo not given) was read as MrgX1 antagonist inactive, AI-2 QS mod -9, TRPC4 potent inactive, MrgX1 PAM inactive, TRPC6 act inactive, TRPC4 agonist inactive, HIF act -0.3, TRPC4 inh inactive, PolyA inhibitor inactive, TRPC6 inhibitor inactive and MrgX1 agonist inactive.
COc1ccccc1N(C)S(=O)(=O)c1ccc(Cl)c(C(=O)N2CCC(C(N)=O)CC2)c1 was read as MrgX1 antagonist inactive, AI-2 QS mod 31, TRPC4 potent inactive, MrgX1 PAM inactive, TRPC6 act inactive, TRPC4 agonist inactive, HIF act -0.1, TRPC4 inh inactive, PolyA inhibitor inactive, TRPC6 inhibitor inactive and MrgX1 agonist inactive.
CC(C)(C)OC(=O)N1CCC(CC2CC(c3cccc(Br)c3)=NO2)(C(=O)O)CC1 (stereo not given) was read as MrgX1 antagonist inactive, AI-2 QS mod 13, TRPC4 potent inactive, MrgX1 PAM inactive, TRPC6 act inactive, TRPC4 agonist inactive, HIF act 0.0, TRPC4 inh inactive, PolyA inhibitor inactive, TRPC6 inhibitor inactive and MrgX1 agonist inactive.
CC(NC(=O)COc1ccc(Oc2ccccc2)cc1)C(=O)O (stereo not given) was read as MrgX1 antagonist inactive, AI-2 QS mod 2, TRPC4 potent inactive, MrgX1 PAM inactive, TRPC6 act inactive, TRPC4 agonist inactive, HIF act -0.9, TRPC4 inh inactive, PolyA inhibitor inactive, TRPC6 inhibitor inactive and MrgX1 agonist inactive.
Screening NC(=O)CC(NC(=O)Cc1ccc(Cl)cc1)c1ccc(N2CCC(Cc3ccccc3)CC2)c([N+](=O)[O-])c1 (stereo not given) returned MrgX1 antagonist inactive, AI-2 QS mod 18, TRPC4 potent inactive, MrgX1 PAM inactive, TRPC6 act inactive, TRPC4 agonist inactive, HIF act -1.1, TRPC4 inh inactive, PolyA inhibitor inactive, TRPC6 inhibitor inactive and MrgX1 agonist inactive.
For Cc1ccc(C(=O)Nc2ccc(C(F)(F)F)n(C)c2=O)cc1 the results were MrgX1 antagonist inactive, AI-2 QS mod 19, TRPC4 potent inactive, MrgX1 PAM inactive, TRPC6 act inactive, TRPC4 agonist inactive, HIF act 1.8, TRPC4 inh inactive, PolyA inhibitor inactive, TRPC6 inhibitor inactive and MrgX1 agonist inactive.
CCOC(=O)c1nn(-c2ccccc2Cl)c(=O)cc1OCC(=O)Nc1cccc(OC)c1 was read as MrgX1 antagonist inactive, AI-2 QS mod 21, TRPC4 potent inactive, MrgX1 PAM inactive, TRPC6 act inactive, TRPC4 agonist inactive, HIF act 0.0, TRPC4 inh inactive, PolyA inhibitor inactive, TRPC6 inhibitor inactive and MrgX1 agonist inactive.
Screening COc1ccc(-c2cc(C)nc3nc(N)nn23)cc1 returned MrgX1 antagonist inactive, AI-2 QS mod 11, TRPC4 potent inactive, MrgX1 PAM inactive, TRPC6 act inactive, TRPC4 agonist inactive, HIF act -0.2, TRPC4 inh inactive, PolyA inhibitor inactive, TRPC6 inhibitor inactive and MrgX1 agonist inactive.
`O=c1c(Cc2c(F)cccc2Cl)c(O)ccn1CCc1c[nH]c2ccccc12` gave MrgX1 antagonist inactive, AI-2 QS mod 6, TRPC4 potent inactive, MrgX1 PAM inactive, TRPC6 act inactive, TRPC4 agonist inactive, HIF act -1.2, TRPC4 inh inactive, PolyA inhibitor inactive, TRPC6 inhibitor inactive and MrgX1 agonist inactive.
Screening O=C(NCc1ccc(F)cc1)c1c(O)c2cccc3c2n(c1=O)CCC3 returned MrgX1 antagonist inactive, AI-2 QS mod 9, TRPC4 potent inactive, MrgX1 PAM inactive, TRPC6 act inactive, TRPC4 agonist inactive, HIF act -2.0, TRPC4 inh inactive, PolyA inhibitor inactive, TRPC6 inhibitor inactive and MrgX1 agonist inactive.
For COc1ccc(NC(=O)CN2CCC(NC(=O)C3CCCCC3)CC2)cc1 the results were MrgX1 antagonist inactive, AI-2 QS mod 16, TRPC4 potent inactive, MrgX1 PAM inactive, TRPC6 act inactive, TRPC4 agonist inactive, HIF act -0.2, TRPC4 inh inactive, PolyA inhibitor inactive, TRPC6 inhibitor inactive and MrgX1 agonist inactive.
